# Compound activity deposited in PubChem BioAssay by several laboratories.
# CHRM5 PAM – potentiates acetylcholine response at human M5 receptor | AID 624038 | CHO-K1 hM5, Fluo-8 calcium, ACh EC20 PAM; 0% = ACh EC20, 100% = ACh EC100 | activation, % at 3 µM | P08912 | actives 0.3% (n = 360,000);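 active = activation above the run cutoff, the mean activation of all test compounds plus 3 SD, cut at about 18% in these data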
#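 System: CHO-K1 cell line with stable human muscarinic M5 receptor expression | Also added: EC20 acetylcholine as agonist stimulus | Compound: One concentration, 3 µM final (nominal) | Timing: Fluo-8 loading 80 min at 37 °C plus 30 min room temperature | Measured by: Fluo-8 calcium dye fluorescence, kinetic read | Read-out basis: % activation, ACh-normalized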
# M4 ag – agonists of human muscarinic M4 receptor (CHRM4). CHO-K1 hM4/Gqi5, Fluo-8 calcium fluorescence; vehicle 0%, full acetylcholine response 100%. activation, % at 3 µM. P08173. AID 624127. actives 0.14% (n = 360,000);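 active = activation above the run mean over all test wells plus 3 SD, cut at about 32% in these data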;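 note: peak over basal fluorescence ratio per well then scaled between controls; 0% = DMSO wells and 100% = acetylcholine at EC100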
# Target sequence (P08173 whole entry, looked up): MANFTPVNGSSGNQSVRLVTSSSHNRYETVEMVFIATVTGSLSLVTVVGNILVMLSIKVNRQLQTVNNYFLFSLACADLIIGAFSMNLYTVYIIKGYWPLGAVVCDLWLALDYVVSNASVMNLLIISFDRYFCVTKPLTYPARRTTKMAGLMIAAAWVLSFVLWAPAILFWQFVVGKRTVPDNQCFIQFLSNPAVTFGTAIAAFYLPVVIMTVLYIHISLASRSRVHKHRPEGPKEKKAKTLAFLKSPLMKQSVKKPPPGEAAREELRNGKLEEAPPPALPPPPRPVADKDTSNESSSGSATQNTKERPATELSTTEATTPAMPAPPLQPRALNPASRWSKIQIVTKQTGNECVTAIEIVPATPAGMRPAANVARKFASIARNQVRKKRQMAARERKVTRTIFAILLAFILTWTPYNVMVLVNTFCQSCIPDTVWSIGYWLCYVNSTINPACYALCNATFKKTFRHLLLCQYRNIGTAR
# M1 antag – blocks human M1 muscarinic receptor; P11229; CHO-K1 hM1, Fluo-8 calcium fluorescence, ACh EC80 antagonist; inhibition, % at 3 µM; actives 1.3% (n = 360,000); AID 588852;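 active = percent inhibition above its own plate's cutoff, namely the mean of that plate's compound wells plus 3 SD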;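 note: peak over basal fluorescence ratio during 140 s after agonist addition; 0% = ACh EC80 plus DMSO and 100% = DMSO alone without agonist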
# Target sequence (P11229 whole entry, looked up): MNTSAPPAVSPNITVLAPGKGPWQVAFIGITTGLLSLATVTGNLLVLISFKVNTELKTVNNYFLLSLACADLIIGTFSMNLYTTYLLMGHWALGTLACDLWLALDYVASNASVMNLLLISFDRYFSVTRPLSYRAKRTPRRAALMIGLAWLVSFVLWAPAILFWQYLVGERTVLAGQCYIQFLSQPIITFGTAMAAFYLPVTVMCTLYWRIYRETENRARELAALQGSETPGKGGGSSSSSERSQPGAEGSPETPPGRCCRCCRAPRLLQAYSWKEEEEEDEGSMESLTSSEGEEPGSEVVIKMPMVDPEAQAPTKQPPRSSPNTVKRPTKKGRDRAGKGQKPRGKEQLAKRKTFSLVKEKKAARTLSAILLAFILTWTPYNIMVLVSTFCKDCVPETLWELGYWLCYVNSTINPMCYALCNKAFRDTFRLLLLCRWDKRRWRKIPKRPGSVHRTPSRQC
# M5 antag – antagonists of human muscarinic M5 receptor (CHRM5) | P08912 | AID 624040 | actives 0.59% (n = 360,000) | CHO-hM5 cells, Fluo-8 calcium fluorescence, ACh EC80 | inhibition, % at 3 µM;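 active = inhibition above a per-plate cutoff, the mean of that plate's test compounds plus 3 SD, cut at about 27% in these data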;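 note: 0% = acetylcholine EC80 with DMSO and 100% = DMSO without agonist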
# M4 PAM – CHRM4 positive allosteric modulation. P08173. CHO-K1 hM4/Gqi5, Fluo-8 calcium fluorescence, ACh EC20; 0% = ACh EC20, 100% = maximal ACh. activation, % at 3 µM. actives 0.4% (n = 360,000). AID 624126;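 active = activation above its plate's cutoff, the mean activation of sample wells plus 3 SD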; note: some results filed as inactive read as strong as hits
# CHRM5 agonist – agonists of human muscarinic M5 receptor (CHRM5) | P08912 | CHO-K1 hM5 cells, Fluo-8 calcium fluorescence; 0% DMSO wells, 100% maximal acetylcholine response | activation, % at 3 µM | actives 0.19% (n = 360,000) | AID 624037;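 active = activation above the run's mean over test compounds plus 3 SD, cut at about 23% in these data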;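 note: signal is peak over basal fluorescence ratio across the kinetic read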
# CRFBP-R2 agonist – agonists of human CRF-binding protein/CRF-R2 receptor complex; actives 0.46% (n = 350,000); activation, % at 13.2 µM; HEK293 CRF-R2/CRF-BP, calcium dye fluorescence (FLIPR); percent of saturating CRF peptide response; AID 588473;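 active = activation of at least 50%, plus an integration ratio under a set limit after plate pattern correction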;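 note: plate controls were neutral control wells without compound for no effect and CRF at EC100 for full effect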
# CHRM4 antagonist – blocks acetylcholine activation of human M4 receptor; P08173; CHO-hM4 cells, ACh EC80, Fluo-8 calcium fluorescence; inhibition, % at 3 µM; actives 0.73% (n = 360,000); AID 624125;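 active = inhibition above its plate's cutoff, the mean inhibition of sample wells plus 3 SD, cut at about 27% in these data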;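 note: 0% = acetylcholine EC80 with DMSO and 100% = DMSO without agonist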
# CHRM1 PAM – potentiates human M1 receptor response to acetylcholine; CHO-K1 hM1, Fluo-8 calcium fluorescence, ACh EC20; 0% = ACh EC20, 100% = maximal ACh; actives 0.088% (n = 360,000); P11229; activation, % at 3 µM; in the data active = activation above about 19%, passing the limit was not always enough
# Active calls of the source: *; nt = not tested or not shown.
canonical_smiles,CHRM1 PAM,CHRM4 antagonist,CHRM5 agonist,M4 ag,M5 antag,CHRM5 PAM,M1 antag,CRFBP-R2 agonist,M4 PAM
Cc1cnc(CNC(=O)c2ccc3sc([C@H]4C[C@H](O)[C@@H](CO)O4)nc3c2)cn1,9,-5,2,1,-1,5,-13,nt,2
C[C@]1(C(=O)NCc2cc(F)cc(C(F)(F)F)c2)C=C[C@@H](Cc2ccccc2)N1C(=O)c1ccccc1,-5,8,-5,1,14,4,7,-1.1,-2
COc1ccccc1C1(CCNC(C)c2cccs2)CCOC(C(C)C)C1 (centres undefined),12,-1,-8,3,-3,3,-19,2.9,-7
CCOC(=O)c1c(NC(=O)CSc2nnc(CNc3ccc(F)cc3)o2)sc(C)c1C,6,7,-8,1,3,-1,-5,-0.2,2
Cc1cc(C)c(NC(=O)C2CC(=O)N(Cc3ccccc3)C2)c(C)c1 (centres undefined),-5,-2,0,1,-4,6,5,-1.3,3
O=C(CCN1CCN(c2ccc(F)cc2)CC1)Nc1ccccc1F,-7,-4,1,0,4,-2,10,0.5,8
CCOCc1nnc(NC(=O)c2cc(OC)c(OC)cc2[N+](=O)[O-])s1,12,-3,3,2,-15,10,2,-0.3,22*
COc1ccc(NC(=O)c2cc(C3CCCCN3C(=O)CCc3ccccc3)on2)c(C)c1 (centres undefined),1,-6,0,4,9,-2,-6,nt,-2
NC(=O)CSc1nc2scc(-c3ccco3)c2c(=O)n1-c1ccccc1,6,6,-7,2,-4,4,-11,0.7,2
O=C(NCc1nnc(SCc2ccccc2)n1-c1ccccc1)C12CC3CC(CC(C3)C1)C2,15,-7,-2,1,6,-2,-12,-0.2,0
COc1ccc(CNC(=O)CCS(=O)(=O)Cc2ccc(C)cc2)c(OC)c1,5,-2,-2,1,-5,1,-5,-2.5,5
O=C(O)COc1ccc(C=C2SC(=S)N(c3ccccc3)C2=O)cc1,6,-12,0,2,5,-5,-15,-1.5,9
Cc1cccc(C2c3[nH]c4ccccc4c3CCN2Cc2cnn(-c3ccc(F)cc3)c2)n1 (centres undefined),-14,-14,1,1,-10,4,3,-0.9,-4
CC(C)CCC(C(=O)O)C(C)CC(=O)NC1CCCCC1 (centres undefined),4,5,0,0,-7,4,-2,0.2,0
O=C(CN1C(=O)CSC1=O)N1CCc2ccccc2C1,4,-6,-2,0,12,15,-5,1.2,3
Cc1cccc(NC(=O)CC2SC(=NC3CCCCC3)NC2=O)c1 (centres undefined),6,0,-5,0,-2,2,-11,0.0,4
O=C(/C=C/c1ccccc1)N/C(=C/c1ccccc1)C(=O)Nc1ccccc1O,-1,2,-1,4,8,-8,3,-1.6,-5
N=C1c2ccccc2CN1NC(=O)c1cccc(S(=O)(=O)N2CCOCC2)c1,3,0,0,0,4,-5,-1,-0.1,2
C#CCC(NC(=O)c1ccc(C#N)cc1)C(=O)NCCC (centres undefined),5,-3,2,2,6,2,-1,-0.2,7
COc1cccc(NC(=O)Nc2ccc(CC(=O)O)cc2)c1,1,-16,0,0,-14,-7,-8,12,3
CCCc1ccc(OCC(O)CN2CCN(C(=O)OCC)CC2)cc1 (centres undefined),4,2,-6,0,4,4,-7,-5.7,-7
O=S(=O)(NCC[C@@H]1CC[C@H](NS(=O)(=O)c2cccc(F)c2)[C@@H](CO)O1)c1cccc(F)c1,nt,-7,-3,1,14,-12,nt,nt,7
COc1ccc(CNC(=O)C2CC(c3cc(C(F)(F)F)cc(C(F)(F)F)c3)=NO2)cc1 (centres undefined),9,-4,-4,-1,12,-1,-13,-0.4,-1
CN(Cc1cnccn1)C(=O)c1cc(COc2cccc(C(F)(F)F)c2)on1,7,11,4,10,2,0,-11,-0.6,-2
Cc1cc(C)n(C(=O)c2cc3ccccc3c(=O)o2)n1,8,2,-3,0,8,0,-6,-1.9,11
CCCn1c(SCC(=O)Nc2nnc(C(C)C)s2)nc2c1c(=O)n(C)c(=O)n2C,7,8,-1,2,0,-4,-1,-0.8,3
COc1ccc(NC(=O)N2CCN(S(C)(=O)=O)CC2)cc1,4,-1,-2,1,10,-5,1,1.0,1
CCCc1cc(=O)oc2c3c(cc(OCC(=O)NCCCn4ccnc4)c12)OC(C)(C)CC3,3,-15,-1,9,-1,-1,-16,0.0,5
CCCS(=O)(=O)N1CCN(S(=O)(=O)c2ccc(F)cc2)CC1,4,-5,-4,1,-1,-5,-6,0.7,0
COc1ccc(C(=O)NCCCNC(=O)c2ccco2)cc1OC,13,-11,-2,1,-7,8,-15,-0.4,-4
CC(Sc1nc(N)c(NC(=O)c2ccc(Br)o2)c(=O)[nH]1)C(=O)O (centres undefined),0,11,-3,1,2,-1,7,0.5,-4
Cc1ccn2c(C=O)c(-c3ccc(F)cc3)c(C=O)c2c1,-7,1,-9,-2,4,-3,17,-4.0,1
CCOC(=O)N1CCN(c2cc(=O)n(-c3cccc(C)c3)c(=O)[nH]2)CC1,1,-10,4,1,-5,0,-4,1.5,1
O=C(N/N=C/C=C\c1cccc([N+](=O)[O-])c1)c1ccccn1,14,-7,-3,1,1,-2,-8,0.7,1
Cc1ccc(-n2ncc3c2CC(C)(C)CC3NC(=O)CCc2ccc(=O)[nH]n2)cc1 (centres undefined),10,-9,-7,2,10,-2,-2,0.0,-1
CCN(c1ccccc1)S(=O)(=O)c1ccc(Cl)c(C(=O)N(CC2CCCO2)C2CCS(=O)(=O)C2)c1 (centres undefined),2,-1,-4,0,17,6,2,-2.1,2
O=C(O)c1ccc(NS(=O)(=O)c2cccc3cccnc23)cc1,12,-7,3,1,-1,1,-24,-1.3,6
CCCn1c(SCC(=O)Nc2cc(S(=O)(=O)N(C)C)ccc2OC)n[nH]c1=O,6,0,-4,0,5,2,-11,1.0,6
Cc1ccc(NC(=O)CSCC(=O)N(C)Cc2ccc(Cl)c(Cl)c2)cc1,4,-1,-4,3,-3,0,-9,0.7,5
Cc1ccc(-n2c(-c3ccco3)nc3nc4ccccc4nc32)cc1F,5,-3,4,1,5,-3,1,-1.9,3

# In another format: results already given.
# Sequence of screens – CHRM1 PAM, CHRM4 antagonist, CHRM5 agonist, M4 ag, M5 antag, CHRM5 PAM, M1 antag, CRFBP-R2 agonist, M4 PAM
- CCCc1cc(=O)oc2c3c(cc(OCC(=O)NCCCn4ccnc4)c12)OC(C)(C)CC3
 : 3, -15, -1, 9, -1, -1, -16, 0.0, 5
- CCCS(=O)(=O)N1CCN(S(=O)(=O)c2ccc(F)cc2)CC1
 : 4, -5, -4, 1, -1, -5, -6, 0.7, 0
- COc1ccc(C(=O)NCCCNC(=O)c2ccco2)cc1OC
 : 13, -11, -2, 1, -7, 8, -15, -0.4, -4
- CC(Sc1nc(N)c(NC(=O)c2ccc(Br)o2)c(=O)[nH]1)C(=O)O (centres undefined)
 : 0, 11, -3, 1, 2, -1, 7, 0.5, -4
- Cc1ccn2c(C=O)c(-c3ccc(F)cc3)c(C=O)c2c1
 : -7, 1, -9, -2, 4, -3, 17, -4.0, 1
- CCOC(=O)N1CCN(c2cc(=O)n(-c3cccc(C)c3)c(=O)[nH]2)CC1
 : 1, -10, 4, 1, -5, 0, -4, 1.5, 1
- O=C(N/N=C/C=C\c1cccc([N+](=O)[O-])c1)c1ccccn1
 : 14, -7, -3, 1, 1, -2, -8, 0.7, 1
- Cc1ccc(-n2ncc3c2CC(C)(C)CC3NC(=O)CCc2ccc(=O)[nH]n2)cc1 (centres undefined)
 : 10, -9, -7, 2, 10, -2, -2, 0.0, -1
- CCN(c1ccccc1)S(=O)(=O)c1ccc(Cl)c(C(=O)N(CC2CCCO2)C2CCS(=O)(=O)C2)c1 (centres undefined)
 : 2, -1, -4, 0, 17, 6, 2, -2.1, 2
- O=C(O)c1ccc(NS(=O)(=O)c2cccc3cccnc23)cc1
 : 12, -7, 3, 1, -1, 1, -24, -1.3, 6
- CCCn1c(SCC(=O)Nc2cc(S(=O)(=O)N(C)C)ccc2OC)n[nH]c1=O
 : 6, 0, -4, 0, 5, 2, -11, 1.0, 6
- Cc1ccc(NC(=O)CSCC(=O)N(C)Cc2ccc(Cl)c(Cl)c2)cc1
 : 4, -1, -4, 3, -3, 0, -9, 0.7, 5

# Looked up above.
# CHRM5 PAM with `Cc1ccn2c(C=O)c(-c3ccc(F)cc3)c(C=O)c2c1` stands at -3
# CHRM4 antagonist with `Cc1cccc(NC(=O)CC2SC(=NC3CCCCC3)NC2=O)c1` (centres undefined) stands at 0

# (cont.)
canonical_smiles,CHRM1 PAM,CHRM4 antagonist,CHRM5 agonist,M4 ag,M5 antag,CHRM5 PAM,M1 antag,CRFBP-R2 agonist,M4 PAM
Cc1cc(C(=O)NCCN2CCN(c3cccc(Cl)c3)CC2)n(-c2ccccc2)n1,7,-18,-1,4,3,-2,-11,-3.3,-1
COc1cccc(CNC(=O)COC(=O)C2CC3CCCC(C2)C3=O)c1 (centres undefined),3,-5,-3,1,0,-2,-7,0.2,2
Cc1occc1-c1nnc(SCC(=O)c2ccc(F)cc2)o1,4,2,-2,-1,1,-5,-4,0.1,-2
O=C(NN(c1ccccc1)c1ccccc1)c1ccc([N+](=O)[O-])o1,3,10,-3,1,-7,1,1,18,-8
CCCC(=O)Nc1ccc(C(=O)COC(=O)C2=COCCO2)cc1,4,6,7,2,-3,2,0,0.7,2
CC1CC(C)CN(S(=O)(=O)CC23CCC(CC2=O)C3(C)C)C1 (centres undefined),5,-1,-3,0,0,4,-11,0.1,0
CCC(C(=O)NCCC1=CCCCC1)c1ccccc1 (centres undefined),10,8,-6,-2,-5,12,-2,-2.7,1
Cc1ccc2nc(-c3ccncc3)cc(C(=O)Nc3ccc(OC(F)F)cc3)c2c1,4,-3,1,1,6,0,-7,1.3,4
